From PubChem BioAssay
Growth percent in the NCI-60 one-dose screen (48 h, 10 µM unless noted): 100 = growth as untreated, 0 = no growth, -100 = all killed.
HCC-2998: HCC-2998 colon cancer; actives 4.7% (n = 79,000)
SNB-19: SNB-19 CNS cancer cells. actives 2.5% (n = 81,000). AID 1794751
SF-295: SF-295 CNS cancer cells | actives 5.6% (n = 79,000) | AID 1794758
SF-539: SF-539 CNS cancer; AID 1794752; actives 6.8% (n = 81,000)
U251: U251 CNS tumor cells | actives 5.4% (n = 80,000) | AID 1794753
PC-3: PC-3 prostate cancer cells. actives 3.9% (n = 80,000)
SF-268: SF-268 CNS cancer cells. actives 3.1% (n = 82,000). AID 1794759
SNB-75: SNB-75 CNS cancer; actives 5% (n = 79,000)
Numbers without * were called inactive; x = no result given; & = joins results of further samples; [ ] = dose if it differs, or a comment. Rule for the calls: active = growth percent below 10; inactive = the rest. Not all compounds are listed; count on the stated rates, not on these rows.

The opening 6 records (preview)
Keys – A = HCC-2998; B = SNB-19; C = SF-295; D = SF-539; E = U251; F = PC-3; G = SF-268; H = SNB-75
C1CCC(C(CC2CCCCN2)C2CCCCC2)CC1 (stereo unspecified)
  A = -91*	B = 13	C = -63*	D = -36*	E = -61*	F = 24	G = 50	H = 7.8*
c1cc(OCCN2CCCCC2)cc(-c2n[nH]c3ccc(-c4ncn[nH]4)cc23)c1
  A = 67	B = 86	C = 92	D = 49	E = 84	F = 87	G = 78	H = 46
CC(=O)[C@H]1CCC2C3C[C@H](C)C4=CC(=O)CC[C@]4(C)C3[C@@H](O)C[C@@]21C (stereo partly specified)
  A = 106	B = 96	C = 108	D = 104	E = 104	F = 85	G = 101	H = 103
C[C@H](CCC(=O)O)[C@H]1CCC2C3C(CC[C@@]21C)[C@@]1(C)CC[C@@H](O)C[C@H]1C[C@@H]3O (stereo partly specified)
  A = 105	B = 108	C = 103	D = x	E = 105	F = 104	G = 118	H = 104
COCCCOc1cc(C[C@@H](C[C@H](N)[C@@H](O)C[C@H](C(=O)NCC(C)(C)C(N)=O)C(C)C)C(C)C)ccc1OC
  A = 102	B = 106	C = 93	D = 103	E = 99	F = 91	G = 117	H = 88
COC(=O)c1ccc(O)cc1
  A = 99	B = 102	C = 102	D = 109	E = 96	F = 95	G = 97	H = 103

All compounds of this part, from the first entry:
Keys – A = HCC-2998; B = SNB-19; C = SF-295; D = SF-539; E = U251; F = PC-3; G = SF-268; H = SNB-75
C1CCC(C(CC2CCCCN2)C2CCCCC2)CC1 (stereo unspecified)
  A = -91*	B = 13	C = -63*	D = -36*	E = -61*	F = 24	G = 50	H = 7.8*
c1cc(OCCN2CCCCC2)cc(-c2n[nH]c3ccc(-c4ncn[nH]4)cc23)c1
  A = 67	B = 86	C = 92	D = 49	E = 84	F = 87	G = 78	H = 46
CC(=O)[C@H]1CCC2C3C[C@H](C)C4=CC(=O)CC[C@]4(C)C3[C@@H](O)C[C@@]21C (stereo partly specified)
  A = 106	B = 96	C = 108	D = 104	E = 104	F = 85	G = 101	H = 103
C[C@H](CCC(=O)O)[C@H]1CCC2C3C(CC[C@@]21C)[C@@]1(C)CC[C@@H](O)C[C@H]1C[C@@H]3O (stereo partly specified)
  A = 105	B = 108	C = 103	D = x	E = 105	F = 104	G = 118	H = 104
COCCCOc1cc(C[C@@H](C[C@H](N)[C@@H](O)C[C@H](C(=O)NCC(C)(C)C(N)=O)C(C)C)C(C)C)ccc1OC
  A = 102	B = 106	C = 93	D = 103	E = 99	F = 91	G = 117	H = 88
COC(=O)c1ccc(O)cc1
  A = 99	B = 102	C = 102	D = 109	E = 96	F = 95	G = 97	H = 103
O=C(O)c1ccc[n+]([O-])c1
  A = 106&112	B = 98&113	C = 129&94	D = 105&97	E = 101&99	F = 106&100	G = 112&109	H = 77&100
C[C@@H]1COC(Nc2ccc3ncnc(Nc4ccc(OCc5nccs5)c(Cl)c4)c3c2)=N1
  A = 47	B = 68	C = 19	D = 66	E = 42	F = 8.4*	G = 46	H = 28
CN1CCN(C(c2ccccc2)c2ccccc2)CC1
  A = 106&94	B = 101&96	C = 112&103	D = 107&112	E = 98&95	F = 97&92	G = 92&103	H = 67&94
CC[N+](C)(CC)CCOC(=O)C(O)(c1ccccc1)C1CCCCC1 (stereo unspecified)
  A = 120	B = 110	C = 115	D = 91	E = 87	F = 97	G = 93	H = 99
O=C(COc1ccc(Cl)cc1)NCCO
  A = 111	B = 108	C = 103	D = 103	E = 91	F = 101	G = 101	H = 87
COc1cccc([C@@H]2C[C@@H]3Cc4cc(Br)c5ccccc5c4N2O3)c1
  A = 104	B = 104	C = 106	D = 107	E = 96	F = x	G = 104	H = 75
C[C@]12CCc3c(ccc4cc(O)ccc34)[C@@H]1CC[C@H]2O
  A = 107	B = 87	C = 85	D = 91	E = 101	F = 89	G = 91	H = 89
COc1ccc(/C=C/C(C)=N/OC(C)C(=O)O)cc1 (stereo unspecified)
  A = 110	B = 101	C = 105	D = 107	E = 98	F = 103	G = 107	H = 96
C=C1CC[C@@H]2C(C)(C)C(=O)CC[C@@]2(C)[C@@H]1COc1ccc2ccc(=O)oc2c1
  A = 97	B = 57	C = 87	D = 84	E = 90	F = 91	G = 83	H = 23
c1ccc(CC2=NCCN2)cc1
  A = 111	B = 104	C = 108	D = x	E = 105	F = 95	G = 110	H = 122
O=C1c2c(O)cccc2C(C2OC(CO)C(O)C(O)C2O)c2cc(CO)cc(O)c21 (stereo unspecified)
  A = 102	B = 88	C = 97	D = x	E = 87	F = 83	G = 101	H = 113
CCOc1ccccc1C(N)=O
  A = 113	B = x	C = 108	D = 93	E = 101	F = 82	G = 99	H = 75
O=C(CCNNC(=O)c1ccncc1)NCc1ccccc1
  A = 111	B = 98	C = 105	D = 95	E = 85	F = 87	G = 96	H = 89
c1ccc(CN(CC2=NCCN2)c2ccccc2)cc1
  A = 103	B = 105	C = 96	D = 103	E = 109	F = 88	G = 113	H = 89
Cc1cc(OCc2nnc(SC3CCCC3)n2-c2cccnc2)ccc1-c1ccc(S(C)(=O)=O)cc1
  A = 71[1 µM]	B = 69[1 µM]	C = 58[1 µM]	D = 81[1 µM]	E = 88[1 µM]	F = 77[1 µM]	G = 73[1 µM]	H = 85[1 µM]
Cn1cc(-c2nnc(N)nc2-c2c[nH]c3ccccc23)c2cc(Br)ccc21
  A = 98	B = 85	C = 120	D = 92	E = 94	F = 91	G = 93	H = 111
CC(/C=C/c1ccccc1)=N\OCC(=O)Nc1ccccc1
  A = 109	B = 94	C = 88	D = 96	E = 87	F = 70	G = 92	H = 79
COc1ccc(-c2cc3c(C)nc(N)nc3n(C3CCC(OCCO)CC3)c2=O)cn1 (stereo unspecified)
  A = -0.8*	B = -7.7*	C = -58*	D = -62*	E = -14*	F = 5.2*	G = 4.4*	H = -51*
CNC(=O)CN1CCC(Oc2cc3c(Nc4cccc(Cl)c4F)ncnc3cc2OC)CC1
  A = 83	B = 70	C = 76	D = 73	E = 80	F = 66	G = 51	H = 21
CC1COc2c(N3CCN(C)CC3)c(F)cc3c(=O)c(C(=O)O)cn1c23 (stereo unspecified)
  A = 114	B = 101	C = 96	D = 98	E = 104	F = 101	G = 114	H = 82
COc1ccc(NC(=O)CSc2nc(NC(=O)CN3CCN(c4cc5c(cc4F)c(=O)c(C(=O)O)cn5C4CC4)CC3)cc(=O)[nH]2)cc1
  A = 101	B = 96	C = 101	D = 98	E = 101	F = 92	G = 95	H = x
C=CC(=O)Nc1cccc(Nc2nc(Nc3ccc(N4CCN(C(C)=O)CC4)cc3OC)ncc2C(F)(F)F)c1
  A = 35	B = 40	C = 40	D = 19	E = 30	F = 28	G = 24	H = 16
Cn1cc(-c2nnc(N)nc2-c2cn(C)c3ccc(Br)cc23)c2ccccc21
  A = 109	B = 101	C = 109	D = 96	E = 95	F = 89	G = 103	H = 89
CCCn1cnc2c1c(=O)n(CCCCC(C)=O)c(=O)n2C
  A = 100	B = 120	C = 118	D = 101	E = 96	F = 99	G = 99	H = x
Cc1cc(-c2ccccc2)nnc1NCCN1CCOCC1
  A = 108	B = 104	C = 99	D = 107	E = 104	F = 89	G = 109	H = 114
Cc1c(NC(=O)c2cccnc2)c(=O)n(-c2ccccc2)n1C
  A = 108	B = 105	C = 95	D = 107	E = 100	F = 98	G = 106	H = 108
O=C(c1ccc(F)cc1)C1CCN(CCn2c(=O)[nH]c3ccccc3c2=O)CC1
  A = 105	B = 110	C = 98	D = 103	E = 101	F = 87	G = 103	H = 93
Cc1cc(Nc2cc(N3CCN(C)CC3)nc(Sc3ccc(NC(=O)C4CC4)cc3)n2)n[nH]1
  A = 34	B = 47	C = 33	D = 9.9*	E = 30	F = 35	G = 49	H = 0.1*
COC(=O)C(C)(C)C1Oc2ccc(F)cc2C(=O)/C1=C\O (stereo unspecified)
  A = 98	B = 107	C = 114	D = 98	E = 98	F = 93	G = 98	H = 99
CC(=O)NC(Cc1ccccc1)C(=O)O (stereo unspecified)
  A = 108&112	B = 110	C = 118&100	D = 107&97	E = 104&103	F = 96&85	G = 107&104	H = 98&86
C[C@@H](Oc1cc(-n2cnc3ccc(CN4CCN(C)CC4)cc32)sc1C(N)=O)c1ccccc1C(F)(F)F
  A = 14	B = 26	C = 33	D = -22*	E = 29	F = 33	G = 32	H = -5.5*
CC(C)c1cc(CNc2nc(Nc3cc(C4CC4)[nH]n3)cc(N3CCN(C)CC3)n2)on1
  A = x	B = 13	C = 6.8*	D = -62*	E = 1.0*	F = 4.5*	G = -3.5*	H = -64*
COc1ccccc1N1CCN(CCCNc2cc(=O)n(C)c(=O)n2C)CC1
  A = 105&104	B = 98&104	C = 85&104	D = 112&111	E = 99&100	F = 97&97	G = 105&106	H = 94
O=C(Nc1ccc(Oc2ccc(Cl)c(F)c2)cc1)c1ccc2nc(NS(=O)(=O)c3ccc4ccccc4c3)sc2c1
  A = 99	B = 94	C = 96	D = 93	E = 93	F = 88	G = 93	H = 78
Cn1c(=O)c2[nH]c(Br)nc2n(C)c1=O
  A = 112	B = 112&124	C = 105&96	D = 106&96	E = 106&97	F = 93&101	G = 105&110	H = 139&81
CC(=O)Nc1ccc(C(=O)/C=C/c2ccc(N(C)C)cc2)cc1
  A = 102	B = 109	C = 99	D = 106	E = 94	F = 95	G = 94	H = 100
C[C@@H]1COCCN1c1cc(C2([S@](C)(=N)=O)CC2)nc(-c2ccnc3[nH]ccc23)n1
  A = x	B = 28	C = 19	D = 1.3*	E = 32	F = 51	G = 44	H = 31
O=C(/C=C/c1ccc(Cl)cc1Cl)c1ccc(Cl)nc1
  A = 98	B = 99	C = 99	D = 103	E = 92	F = 97	G = 95	H = 86
COc1ccc(C(=O)NCc2ccc(OCCN(C)C)cc2)cc1OC
  A = 105	B = 108	C = 108	D = 111	E = 108	F = 99	G = 105	H = 90
Cc1cc(Nc2ncc(Cl)c(Nc3ccccc3S(=O)(=O)C(C)C)n2)c(OC(C)C)cc1C1CCNCC1
  A = -93*	B = -95*	C = -92*	D = -99*	E = -100*	F = -92*	G = -95*	H = -98*
CCCCSc1nc(NC(=O)CN2CCN(c3cc4c(cc3F)c(=O)c(C(=O)O)cn4C3CC3)CC2)cc(=O)[nH]1
  A = 110	B = 94	C = 103	D = 96	E = 95	F = 102	G = 85	H = x
Cn1c(=O)c2c(ncn2CC2OCCO2)n(C)c1=O
  A = 110	B = 116	C = 106	D = 123	E = 103	F = 102	G = 105	H = 93
CC1=CC(=O)NS(=O)(=O)O1
  A = x	B = 97	C = 108	D = 104	E = 91	F = 76	G = 113	H = 99
Nc1nnc(-c2c[nH]c3ccc(Br)cc23)c(-c2c[nH]c3ccc(Br)cc23)n1
  A = 125	B = 94	C = 103	D = 92	E = 94	F = 82	G = 94	H = 70
NS(=O)(=O)c1cccc(N2C(=O)CCC2=O)c1
  A = 90	B = 103	C = 101	D = 96	E = 104	F = 98	G = 97	H = 90
C[C@@H]1CC2C3C[C@H](F)C4=CC(=O)C=C[C@]4(C)[C@@]3(F)[C@@H](O)C[C@]2(C)[C@@]1(O)C(=O)COC(=O)C(C)(C)C (stereo partly specified)
  A = 104	B = 105	C = 113	D = 88	E = 106	F = 89	G = 110	H = 125
COc1ccc(C2NC(=S)NC(C)=C2C(=O)Nc2ccc(S(N)(=O)=O)cc2)cc1O (stereo unspecified)
  A = 110	B = 98	C = 99	D = 98	E = 110	F = 111	G = 101	H = 130
O=C(Nc1ccc(OC(F)(F)F)cc1)c1sccc1NCc1ccnc2ccccc12
  A = 96	B = 107	C = 77	D = 79	E = 94	F = 77	G = 89	H = 73
Cn1cc(-c2nnc(-c3ccccc3)o2)c2cccnc21
  A = 95	B = 77	C = 83	D = 85	E = 79	F = 84	G = 76	H = 18
Nc1nnc(-c2c[nH]c3ccccc23)c(-c2c[nH]c3ccccc23)n1
  A = 103	B = 94	C = 89	D = 90	E = 99	F = 87	G = 104	H = 76
COc1cc2c(cc1OC)C(=O)C(CC1CCN(Cc3ccccc3)CC1)C2 (stereo unspecified)
  A = 92	B = 100	C = 95	D = 117	E = 97	F = 86	G = 107	H = 100
COc1ccc(/C=C/C(=O)Nc2ccccc2C(=O)O)cc1OC
  A = 104	B = 103	C = 92	D = 98	E = 99	F = 98	G = 102	H = 97
Cc1ccc(NC(=O)Nc2ccc3nc(NS(=O)(=O)c4ccc5ccccc5c4)sc3c2)cc1Cl
  A = 94	B = 98	C = 98	D = 97	E = 98	F = x	G = 103	H = 92
CC(C)(C)c1ccc2c(c1)C(=O)N(c1cccc(S(N)(=O)=O)c1)C2=O
  A = 98	B = 103	C = 104	D = 98	E = 107	F = 98	G = 96	H = 88

Compounds shown so far that have a CF3 group, in the order listed:
Keys – A = HCC-2998; B = SNB-19; C = SF-295; D = SF-539; E = U251; F = PC-3; G = SF-268; H = SNB-75
C=CC(=O)Nc1cccc(Nc2nc(Nc3ccc(N4CCN(C(C)=O)CC4)cc3OC)ncc2C(F)(F)F)c1
  A = 35	B = 40	C = 40	D = 19	E = 30	F = 28	G = 24	H = 16
C[C@@H](Oc1cc(-n2cnc3ccc(CN4CCN(C)CC4)cc32)sc1C(N)=O)c1ccccc1C(F)(F)F
  A = 14	B = 26	C = 33	D = -22*	E = 29	F = 33	G = 32	H = -5.5*
O=C(Nc1ccc(OC(F)(F)F)cc1)c1sccc1NCc1ccnc2ccccc12
  A = 96	B = 107	C = 77	D = 79	E = 94	F = 77	G = 89	H = 73
